Source: PubChem (National Center for Advancing Translational Sciences (NCATS))
S3 lipid droplet = qHTS Assay for Lipid Storage Modulators in Drosophila S3 Cells | Drosophila S3 cells, BODIPY lipid droplet fluorescence, 18-24 h; cells fed with added oleic acid | Potency in µM for hits, for the others lipid storage change, negative = inhibition, % at the top dose, mostly 46.1 µM | 320,000 tested, 0.64% active | AID 2685, 2010; active means well fitted inhibition curve with a large enough effect in the signal ratio, with a control signal flat, not every such curve was filed as active; inconclusive means small, poorly fitted or top-dose-only effect, or effect the other way, or a change in a side signal; the % refers to the signal ratio
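Drosophila S3 cells got compounds at several concentrations plus oleic acid (400 uM solution). Laser-scanning cytometry with 488 nm excitation read lipid droplets at 500-530 nm and cells at 575-640 nm. Percent activity was relative to 20 uM Triacsin C.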
S3 lipid droplet cell count max = also measured in S3 lipid droplet; calls as there; cell number change, %; measured here: cell count max response;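 cells counted by Cell Tracker Red CMTPX staining in the red channel; peak over a dose series mostly up to 46.1 µM; percent activity relative to internal control wells on each plate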
An asterisk follows results filed as active; i = inactive; ? = inconclusive; / = no result given. On the % scale 0 is the no-effect control and ±100 the full control effect; potency means the concentration at half of the fitted maximal effect.

SMILES	S3 lipid droplet	S3 lipid droplet cell count max
O=C(/C=C/Nc1ccc(F)cc1F)c1ccco1	-6%	0
COc1ccc(CC2(CO)CCN(C(C)COc3ccccc3)CC2)cc1 (stereo unspecified)	9%	10
CCOC(=O)c1ccc(NC(=O)Cn2nc(C)c3ccccc3c2=O)cc1	?	/
CC1(C)CC(=O)CC(C2(O)C(=O)N(Cc3ccccc3)c3ccccc32)O1 (stereo unspecified)	3%	0
O=C(NCC1CCN(S(=O)(=O)c2ccccc2)CC1)Nc1ccc(F)cc1F	?	/
COc1ccccc1NS(=O)(=O)CC12CCC(CC1=O)C2(C)C (stereo unspecified)	?	/
N=C1/C(=C\c2ccc(Br)o2)C(=O)N=C2SC(CC(=O)N3CCOCC3)=NN12	?	/
Cc1ccc(NC(=O)CCc2c(C)nn(-c3ccc(N4CCOCC4)nn3)c2C)c(C)c1	-40%	9
Cc1ccc(S(=O)(=O)N(CC(O)CN(C)C)c2ccccc2)cc1 (stereo unspecified)	?	/
Cc1csc(NC(=O)CCc2ccc(S(=O)(=O)N3CCOCC3)cc2)n1	?	/
c1ccc2oc(-c3[nH]ncc3CN3CCC(N4CCSCC4)CC3)cc2c1	13%	-14
COC(=O)c1ccc(-c2noc(CN(Cc3ccccn3)CC3CCCO3)n2)cc1 (stereo unspecified)	?	/
COc1cc2ccccc2cc1C(=O)Nc1ccc(N2CCOCC2)cc1	i	18
CC(C)CCSc1ncnc2c1oc1nc3c(cc12)COC(C)(C)C3	-1%	3
O=C(C1CCCN(Cc2ccccc2)C1)N1CCc2ccccc2C1 (stereo unspecified)	-26%	/
CCc1ccc(OCC(=O)NC(NC(=S)Nc2ccccc2)C(Cl)(Cl)Cl)cc1 (stereo unspecified)	?	/
COc1cc(CC(=O)Nc2cc(S(C)(=O)=O)ccc2Cl)cc(OC)c1OC	28%	/
COc1ccc(NC(=O)CCNC(=O)Cn2ccc3ccccc3c2=O)cc1Cl	?	/
CN(C)C(CNC(=O)c1cccc(C#N)c1)c1ccco1 (stereo unspecified)	?	/
c1ccc(Cn2nnnc2CN2CCN(c3ncccn3)CC2)cc1	i	14

Full records, quoted from the list. Screens in order: S3 lipid droplet	S3 lipid droplet cell count max
`CN(C)C(CNC(=O)c1cccc(C#N)c1)c1ccco1` (stereo unspecified) is entered as ?	/
`COc1ccc(NC(=O)CCNC(=O)Cn2ccc3ccccc3c2=O)cc1Cl` is entered as ?	/
`CC(C)CCSc1ncnc2c1oc1nc3c(cc12)COC(C)(C)C3` is entered as -1%	3
`c1ccc(Cn2nnnc2CN2CCN(c3ncccn3)CC2)cc1` is entered as i	14

Going on with the list:
SMILES	S3 lipid droplet	S3 lipid droplet cell count max
COc1ccc(Br)cc1/C=N/Nc1cccc(C(=O)O)c1	-1%	9
COc1ccc(CC(=O)OCCN(C)C)cc1	?	/
O=[N+]([O-])C(/C=C(/Cl)[N+](=O)[O-])=C(N1CCCCC1)N1CCCCC1	-13%	-4
COc1ccc(OC)c(-n2c(SCC(=O)Nc3cc(C)on3)nnc2-c2c[nH]c3ccccc23)c1	?	/
C=CCN(CC=C)C(=S)NC(=O)c1ccc(C)c(Br)c1	-26%	-15
Cc1nnsc1SC(C)C(=O)O (stereo unspecified)	-7%	-13
Oc1c(Cl)cc(Cl)cc1C=Nc1cc(C(F)(F)F)ccc1N1CCc2ccccc2C1	?	/
O=C(Cc1ccccc1)NNC(=S)Nc1ccc(Cl)cc1	?	/
CCCCOC(=O)Nc1cccc(C(C)=O)c1	?	/
CSCC[C@H](NC(=O)[C@@H]1Cc2ccccc2CN1)C(=O)Nc1ccc2c(c1)OCCO2	i	/
Nc1c(C(=O)Nc2ccc(F)cc2)sc2nc(-c3ccco3)ccc12	?	/
COCCCNC(=S)NNC(=O)c1ccc2c(c1)OCO2	?	/
COc1ccc(C2C(C#N)=C(N)Oc3cc(C)n(CCN4CCOCC4)c(=O)c32)cc1OC (stereo unspecified)	17%	-19
Cc1ccc(C(=O)Nc2ccccc2Oc2ccccc2)cc1[N+](=O)[O-]	4%	-10
Cc1ccc2c(cnn2C(=O)CCC(=O)NC2CCCC2)c1	24%	-3
NC(=O)C1(N2CCCCC2)CCN(C(=O)CSc2nc(C(F)(F)F)cc(=O)[nH]2)CC1	?	/
Fc1ccc(-c2nc3c(-c4ccc(F)cc4)cnn3cc2CCN2CCOCC2)cc1	6%	3
CN1C(=O)Cn2c1nc1ccccc12	?	/
Cc1ccccc1OCCSc1nc2ccccc2n1CCC(=O)O	?	/
Cc1ccc(-c2nnn(CC(=O)N(CCO)C(C(=O)NC3CCCC3)c3ccc(F)cc3)n2)o1 (stereo unspecified)	6%	13
COC(=O)c1ccc(NC(=S)N2CCN(Cc3cccc(C)c3)CC2)cc1	?	/
O=S(=O)(Nc1nccs1)c1cc(Cl)ccc1Cl	i	16
CC(NC(=O)CSc1ncccn1)c1ccc(Cl)cc1Cl (stereo unspecified)	?	/
CC(=O)C1=C(C)NC(SCC(=O)c2cc(Cl)ccc2Cl)=C(C#N)C1c1ccco1 (stereo unspecified)	?	/
CC(=O)Nc1cc(NC(C)=O)cc(-c2nc3ccccc3[nH]2)c1	-4%	2
O=C(N/N=C/c1cc2cc3c(cc2nc1Cl)OCCO3)c1ccccc1O	?	/
CN(C)S(=O)(=O)c1cccc(C(=O)Nc2ccccc2N2CCCCC2)c1	?	/
Cc1c(Cl)c([N+](=O)[O-])nn1CCCC(=O)NC(C)c1ccccc1 (stereo unspecified)	0%	11
CC(=O)N1CC(C)c2scc(C)[n+]2-c2ccccc21 (stereo unspecified)	-5%	-11
CN1C2CCC1/C(=C\c1ccccc1Cl)C(=O)/C2=C\c1ccccc1Cl	26%	-28
Cc1occc1C(=O)N1CCN(S(C)(=O)=O)CC1	1%	15
COc1cc(NC(=O)CSc2ncnc3sc4c(c23)CCC(C)C4)c(C(=O)O)cc1OC (stereo unspecified)	?	/
CCn1nc(C)c(/C=N\NC(=O)c2ccc3c(c2)OCO3)c1C	?	/
Cn1c(=O)[nH]c(=O)c2c1nc(N)n2Cc1ccccc1	?	/
CCSC1=C(C#N)C(c2ccccc2Cl)CC(=O)N1 (stereo unspecified)	-6%	-13
COc1ccc(NC(=O)CSc2nnc(NC(=O)c3ccco3)s2)cc1OC	?	/
CCc1nonc1NC(=O)c1oc2ccccc2c1C	i	11
CC(C)CC1c2[nH]c3ccccc3c2CCN1C(=O)CCC(=O)N(C)C (stereo unspecified)	-2%	-1
CCOc1ccc(S(=O)(=O)N2CCC(C(=O)N3CCOCC3)CC2)cc1Cl	?	/
CSC1=NCCN1S(=O)(=O)c1ccc(Cl)cc1	2%	5
CCCCS(=O)(=O)/C=C\C=C/S(=O)(=O)CCCC	?	/
Cc1ccc(S(=O)(=O)N2CCC(C(=O)NCCCN3CCOCC3)CC2)cc1C	?	/
Cc1cccc(N2CCN(Cc3ccc([N+](=O)[O-])o3)CC2)c1C	28%	7
COc1ccc(N2CCN(S(=O)(=O)CC34CCC(CC3=O)C4(C)C)CC2)cc1 (stereo unspecified)	?	/
Cc1ccc(S(=O)(=O)C(C#N)c2nc3ccccc3nc2N2CCCCC2)cc1 (stereo unspecified)	?	/
CS(=O)(=O)Nc1ccccc1C(=O)NC1CC2CCC1C2 (stereo unspecified)	i	/
CC(=O)Nc1ccc(/C=C/C(=O)c2ccccc2)cc1	?	/
O=S(=O)(c1ccc(S(=O)(=O)N2CCOCC2)cc1)N1CCCC1	-21%	-1
CCOC(=O)c1c(C=O)c(C)n(Cc2ccc(C)cc2)c1C	?	/
O=S(=O)(Nc1ncccc1O)c1ccc(Cl)cc1	i	4

Reformatted: entries from further up.
molecule,S3 lipid droplet,S3 lipid droplet cell count max
Cc1cccc(N2CCN(Cc3ccc([N+](=O)[O-])o3)CC2)c1C,28%,7
COc1ccc(N2CCN(S(=O)(=O)CC34CCC(CC3=O)C4(C)C)CC2)cc1 (stereo unspecified),?,/
Cc1ccc(S(=O)(=O)C(C#N)c2nc3ccccc3nc2N2CCCCC2)cc1 (stereo unspecified),?,/

(continued)
SMILES	S3 lipid droplet	S3 lipid droplet cell count max
COC(=O)c1ccc(COC(=O)[C@@H]2CC(O)CN2S(=O)(=O)c2ccccc2[N+](=O)[O-])cc1 (stereo partly specified)	?	/
COc1ccc(CCNc2nc(C)c(C(C)=O)s2)cc1OC	?	/
CCOC(=O)c1ccc(NC(=O)COc2ccc(S(=O)(=O)NC(C)(C)C)cc2)cc1	0%	4
O=C(NCc1ccco1)C(c1ccccc1)N(CC1CCCO1)C(=O)Cn1nnc2ccccc21 (stereo unspecified)	?	/
CC1CCN(C(=O)CCN2C(=O)/C(=C/c3cccs3)SC2=S)CC1	?	/
Cn1ncc2c(NNC(=O)c3ccc(O)cc3)ncnc21	?	/
Cc1cc(C)cc(OCC(=O)NC(C)c2ccccc2)c1 (stereo unspecified)	9%	13
Fc1ccc(Nc2ncnc3sc4c(c23)CCC4)cc1F	-4%	-7
COc1ccc(Br)c2oc(S)cc(=O)c12	15%	12
COc1cc(OC)cc(C(=O)Nc2nnc(SCC(=O)NCC3CCCO3)s2)c1 (stereo unspecified)	-2%	12
Cc1ccc(S(=O)(=O)N2CCCCC2)cc1NC(=O)COC(=O)c1ccc2c(c1)OCO2	?	/
CN1CCN(C(=O)C2=C[C@@H](c3coc4ccccc4c3=O)C[C@@H](OCc3ccc(CO)cc3)O2)CC1	-4%	7
CN(NC1CC(=O)N(c2ccccc2)C1=O)c1ccccc1 (stereo unspecified)	8%	-6
COc1ccc(/C=C(\NC(=O)c2ccc(OC)cc2)C(=O)Nc2ccc(C(=O)O)cc2)cc1	i	11
Cc1ccc(C(=O)N(Nc2nc3ccccc3s2)C(=O)c2ccc(C)cc2)cc1	?	/
COc1cccc(NC(=O)Nc2cc(Cl)ccc2C)c1	?	/
CCc1ccc(NC(=O)c2cc(-c3ccc4c(c3)OCO4)on2)cc1	?	/
CCOC(=O)c1c(NC(=O)CN2C(=O)C(=O)N(C(C)C)C2=O)sc(C)c1CC	1%	12
Nc1nnnn1/N=C/c1cc(Cl)cc(Cl)c1OCc1ccc(Cl)cc1Cl	?	/
Cc1c(C(=O)N(Cc2ccc(Cl)cc2)C2CCS(=O)(=O)C2)oc2ccccc12 (stereo unspecified)	9.2µM*	-20*
COc1cc2c(cc1OC)CN(C(=O)Cc1ccccc1)CC2	i	15
COC(=O)c1ccc(Cn2nc(C)cc2C)cc1	?	/
COc1cc(CN2CCN(Cc3ccc([N+](=O)[O-])cc3)CC2)c([N+](=O)[O-])cc1OC	3%	11
CC(C)CCN1CC(O)=C(c2nc(-c3ccc(Cl)cc3)cs2)C1=N	?	/
COC(=O)c1cccc(N(C(=O)CNC(=O)c2cccs2)C(C(=O)NCC2CCCO2)c2ccc(OC)c(OC)c2)c1 (stereo unspecified)	?	/
CN1/C(=C\C=[N+](C)c2ccccc2)C(C)(C)c2ccccc21	?	/
C=CCn1c(SCC(=O)Nc2ccc(OC)cc2)nc2ccccc2c1=O	?	/
Cc1cc(O)c(C=Nc2ccc(N3CCOCC3)cc2)c(C)c1Cl	?	/
O=C(O)c1cc([N+](=O)[O-])ccc1C(=O)Nc1ccccc1	?	/
O=C(c1cccc(S(=O)(=O)N2CCCCC2)c1)N1CCN(c2ccccc2)CC1	-4%	-5
COC(=O)c1cc2occc2n1CC(=O)Nc1ccc(C)cc1C	-8%	5
O=C(Cc1ccc(Br)cc1)N1CCN(c2ccccc2)CC1	?	/
COC(=O)/C=C1\SC(=NC(=O)c2ccc(OC)cc2)NC1=O	?	/
CC(CC(=O)N1CCc2ccccc21)c1ccccc1 (stereo unspecified)	?	/
CCC(C)(C)C1CCc2nc3ccccc3c(C(=O)OC(C)C(=O)Nc3c(C)n(C)n(-c4ccccc4)c3=O)c2C1 (stereo unspecified)	?	/
COc1ccc(N2CCN(CC(O)COc3ccc(C)cc3C)CC2)cc1 (stereo unspecified)	0%	-20
COc1ccc(CCNC(=O)c2ccc(CSc3ccccc3)o2)cc1	0%	-6
COc1ccc(NC(=O)CSc2ncnc3c2cnn3CCc2ccccc2)cc1	-8%	17
O=S(=O)(NCCc1cn2ccccc2n1)c1ccc2c(c1)OCCO2	i	/
Cc1sc(NC(=O)c2ccccc2)c(C(=O)NC(C)C)c1C	?	/

Three entries from above, reformatted:
mol | S3 lipid droplet | S3 lipid droplet cell count max
CC(CC(=O)N1CCc2ccccc21)c1ccccc1 (stereo unspecified) | ? | /
CCC(C)(C)C1CCc2nc3ccccc3c(C(=O)OC(C)C(=O)Nc3c(C)n(C)n(-c4ccccc4)c3=O)c2C1 (stereo unspecified) | ? | /
COc1ccc(N2CCN(CC(O)COc3ccc(C)cc3C)CC2)cc1 (stereo unspecified) | 0% | -20

More entries.
SMILES	S3 lipid droplet	S3 lipid droplet cell count max
O=C(Nc1cccc(C(F)(F)F)c1)N1CCC(c2nc(-c3ccc(F)cc3)no2)CC1	?	/
COCCn1c(C(=O)N2CCCC2)cc2c1C[C@H]1CN(C(=O)c3ccccc3)[C@@](Cc3ccc(F)cc3)(C(=O)OC)[C@@H]21	?	/
Cc1ccc(NC(=O)CSc2ncnc3ccccc23)cc1S(=O)(=O)N1CCOCC1	-12%	1
CC(C)(C)C(=O)/C(C#N)=c1\s/c(=C\c2ccncc2)c(=O)n1CCCN1CCOCC1	?	/
Cc1cc(C)n(-c2cc(O)c(-n3nc(C)cc3C)cc2O)n1	4%	/
CCOc1ccc(CCNS(=O)(=O)c2ccc3c(c2)NC(=O)CO3)cc1OCC	?	/

These rows are one share of the data; count on the stated rates, not on these rows.
